Screening results (PubChem)
TNAP activators = human TNAP enzyme activators, primary screen, biochemical, luminescent, no phosphate acceptor, uHTS (AID 1001); activation fold at 20 µM; hits with a dose series show EC50 in µM; hit rate 0.03% among 200,000; Alkaline phosphatase, tissue-nonspecific isozyme (Homo sapiens); purified TNAP, luminescent activation assay, no phosphate acceptor; higher activation fold means a stronger effect; in the data active means activation fold from about 3, or a potency from the dose series; inactive means the rest, 99 in 100 with activation fold below about 1.6; further: many of its hits are not listed in these tables
P. falciparum M1AAP = P. falciparum M1AAP inhibitors, biochemical, fluorogenic H-Leu-NHMec substrate, 1536-well (AID 1445) | recombinant M1AAP, H-Leu-NHMec fluorogenic kinetic assay; higher % means a stronger effect | inhibition, % at 30 µM; hits with a dose series show IC50 in µM | hit rate 0.42% among 220,000 | Aminopeptidase N (Plasmodium falciparum (isolate 3D7));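 active means primary inhibition above the hit cutoff, then over 50% inhibition at one or more dose response concentrations, cut at about 23% in these data, passing the limit was not always enough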;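 further: plate controls were DMSO full reaction for no effect and no enzyme background for full effect; strong numbers were not always called active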
LYP inhibition = inhibitors of LYP phosphatase, biochemical, fluorescence intensity, uHTS (AID 1779); inhibition, % at 11.5 µM, or IC50 in µM where a hit was titrated; Tyrosine-protein phosphatase non-receptor type 22 (Homo sapiens); hit rate 0.054% among 290,000; recombinant LYP phosphatase, fluorescence intensity; higher % means a stronger effect;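 further: plate controls were vehicle with enzyme for no effect and no enzyme for full effect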
Yfh1-off respiration = enhancers of respiration in Yfh1-depleted yeast, dose response, Friedreich's ataxia, plus single-dose screen (AID 1465) | S. cerevisiae Yfh1-off respiration, WST-1 reduction, 72 h; higher fold induction means a stronger effect | fold induction at 50 µM, or EC50 in µM where a hit was titrated | hit rate 0.074% among 220,000;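 active means fold induction of absorbance versus untreated yeast above a set limit, then at least 30% activation at any dose in follow-up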;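 further: activators that raise dye reduction in frataxin-depleted yeast; strong numbers were not always called active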
XIAP antagonists = XIAP antagonists, biochemical, IAP family, fluorescence polarization (AID 1018) | E3 ubiquitin-protein ligase XIAP (Homo sapiens) | XIAP BIR domain, fluorescence polarization peptide displacement; higher % means a stronger effect | displacement, % at 20 µM; hits with a dose series show IC50 in µM | hit rate 0.007% among 200,000; in the data active means displacement above about 50%; further: a part of the inactive calls stands beside numbers as strong as those of hits
WT yeast gro inh = growth inhibition of WT strain, primary screen, mitochondrial fusion inhibitor project, WT and mutant strains, chemical genetic; hit rate 2.1% among 190,000; inhibition, % at 10 µM; mitochondrial fusion phenotypic screen; in the data active means inhibition above about 58%; tested in S. cerevisiae
M17LAP inhibition = P. falciparum M17LAP inhibitors, primary screen, biochemical, fluorogenic H-Leu-NHMec substrate, 1536-well (AID 1619) | inhibition, % at 30 µM; hits with a dose series show IC50 in µM | Leucine aminopeptidase (Plasmodium falciparum (isolate 3D7)) | hit rate 0.38% among 220,000 | recombinant M17LAP, H-Leu-NHMec fluorogenic kinetic assay; higher % means a stronger effect;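 active means compound inhibiting the enzyme by more than half at any dose during confirmatory dose-response retesting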;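 further: plate controls were full reaction with DMSO carrier for no effect and no enzyme background for full effect; strong numbers were not always called active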
PMI inhibition = human PMI inhibitors, high substrate, primary screen, biochemical, fluorescence intensity, high mannose 6-phosphate (AID 1220) | one-dose inhibition, % at 20 µM; IC50 in µM for titrated hits | recombinant PMI enzyme, coupled fluorescence intensity; higher % means a stronger effect | hit rate 0.66% among 190,000 | Mannose-6-phosphate isomerase (Homo sapiens)
human PMI inhibition = inhibitors of human PMI, primary screen, biochemical, fluorescence intensity, coupled assay (AID 1209) | inhibition, % at 20 µM; hits with a dose series show IC50 in µM | Mannose-6-phosphate isomerase (Homo sapiens) | hit rate 0.42% among 190,000 | purified PMI enzyme, coupled fluorescence intensity; higher % means a stronger effect;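 further: plate controls were DMSO vehicle for no effect and wells lacking substrate for full effect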
WT yeast gro inh mutant strain = recorded beside WT yeast gro inh, whose call it bears; inhibition, %; mitochondrial fusion phenotypic screen, mutant strain inhibition
An asterisk follows results filed as active; i = inactive; · = not tested or not shown. Unless noted, no stated cut-off is given here; in the data, active means inhibition above about 50%; inactive means the rest.

SMILES	TNAP activators	P. falciparum M1AAP	LYP inhibition	Yfh1-off respiration	XIAP antagonists	WT yeast gro inh	WT yeast gro inh mutant strain	M17LAP inhibition	PMI inhibition	human PMI inhibition
COc1ccc(-n2nnnc2SCC(=O)Nc2ccccc2)cc1	1	0.5%	-0.5%	i	-4.7%	18.0	0.1	-2.3%	0.0%	-8.6%
NS(=O)(=O)c1cc(C2(O)NC(=O)c3ccccc32)ccc1Cl (stereo not given)	1	17.8%	-3.2%	i	-6.5%	-9.1	-13.7	3.8%	8.0%	5.1%
COc1ccc(-n2nnnc2SCC(=O)N2CCN(C(=O)c3ccco3)CC2)cc1OC	1.1	3.4%	-8.9%	i	-5.2%	7.2	12.8	-3.5%	-10.4%	-13.7%
Cc1cc(C2=NNC(=Nc3ccc(S(=O)(=O)N4CCOCC4)cc3)SC2)c(C)n1C	·	4.8%	-4.1%	i	·	·	·	4.8%	·	·
CCCC(NS(=O)(=O)c1ccc(C)cc1)C(=O)O (stereo not given)	1.1	2.9%	-7.5%	i	-3.4%	-1.4	-4.0	9.6%	-1.6%	-1.8%
O=C(CSc1nc2ccccc2o1)Nc1nc(-c2ccccc2)c(-c2ccccc2)s1	1.1	-0.7%	7.2%	i	-3.7%	10.1	-3.8	-0.2%	6.0%	14.5%
CN1CCN(c2ccc(NC(=O)c3cccs3)cc2)CC1	1.1	7.5%	-2.3%	i	15.7%	2.8	-6.0	1.7%	5.3%	-2.2%
O=C(NCc1ccc2c(c1)OCO2)Oc1ccccc1	1.1	-1.6%	-9.1%	i	-6.0%	-1.1	8.2	-1.4%	3.8%	0.6%
CN(C=C1C(=O)CC(C)(C)CC1=O)CCN1CCNCC1	1.1	5.3%	-7.4%	i	-3.7%	-3.4	-1.5	-7.9%	-2.1%	2.6%
O=C(O)CCc1ccc(-c2ccccc2)n1NC(=O)c1cccs1	1.1	6.7%	-4.9%	i	-5.8%	-14.3	8.3	-3.6%	6.3%	7.5%
CCOC(=O)Cc1csc(NC(=O)CSc2nnc(-n3nc(C)cc3C)c3ccccc23)n1	1.1	10.2%	0.3%	i	-5.4%	5.9	-8.8	7.2%	6.3%	2.8%
CCOc1ccc(NC(=O)C2CC(=O)N(C)C(=Nc3ccc4c(c3)OCO4)S2)cc1 (stereo not given)	1	9.6%	0.2%	i	-6.9%	2.1	2.8	-3.5%	-1.2%	9.6%

The final 3 records of the section before are carried over, then new ones follow.
SMILES	TNAP activators	P. falciparum M1AAP	LYP inhibition	Yfh1-off respiration	XIAP antagonists	WT yeast gro inh	WT yeast gro inh mutant strain	M17LAP inhibition	PMI inhibition	human PMI inhibition
O=C(O)CCc1ccc(-c2ccccc2)n1NC(=O)c1cccs1	1.1	6.7%	-4.9%	i	-5.8%	-14.3	8.3	-3.6%	6.3%	7.5%
CCOC(=O)Cc1csc(NC(=O)CSc2nnc(-n3nc(C)cc3C)c3ccccc23)n1	1.1	10.2%	0.3%	i	-5.4%	5.9	-8.8	7.2%	6.3%	2.8%
CCOc1ccc(NC(=O)C2CC(=O)N(C)C(=Nc3ccc4c(c3)OCO4)S2)cc1 (stereo not given)	1	9.6%	0.2%	i	-6.9%	2.1	2.8	-3.5%	-1.2%	9.6%
O=C(COc1ccccc1)Nc1cccc2c1CCCC2	1	2.2%	1.0%	i	-2.5%	18.5	6.2	2.0%	7.0%	10.2%
Cc1ccc(C(N)=O)cc1S(=O)(=O)Nc1cccc(C)c1C	1.1	3.7%	-1.3%	i	-3.4%	0.9	7.3	10.4%	-0.9%	7.9%
O=C(NCc1ccco1)c1cnn2c(C(F)(F)F)cc(-c3cccs3)nc12	1.1	10.9%	-5.5%	i	-17.7%	14.5	-1.7	-16.5%	3.1%	0.1%
O=C(O)/C=C/c1ccc([N+](=O)[O-])o1	1.2	9.8%	-3.2%	i	-7.6%	-14.8	-3.1	10.6%	-12.9%	-39.9%
O=c1cc(-c2ccccc2)nc2nc(CCc3ccccc3)[nH]n12	1.1	5.9%	-5.2%	i	-2.5%	-10.3	-12.5	26.5%	-3.6%	-0.4%
CC(C)[C@H](Nc1ccc(S(=O)(=O)N2CCOCC2)cc1[N+](=O)[O-])C(=O)OCC(=O)N(C(C)C)C(C)C	0.9	5.2%	-1.9%	i	-8.9%	-1.9	-3.5	11.0%	-3.0%	-2.5%
COc1ccc(CC(=O)NC(C)(C)CC(C)=O)cc1OC	1.1	3.4%	-1.0%	i	-2.8%	-1.4	-5.8	-11.1%	-2.7%	5.6%
O=C(NC1CCCCC1)n1c(=O)oc2cc(S(=O)(=O)N3CCCCC3)ccc21	1	-9.3%	-5.0%	i	-6.9%	-4.5	2.3	-11.4%	-3.8%	-6.0%
COCCOC(=O)C1=C(C)NC(=S)NC1c1cccs1 (stereo not given)	1.1	-0.3%	-4.1%	i	-9.8%	4.1	-1.3	25.1%	13.0%	14.0%
CCOC(=O)c1cccc(NC(=O)CSc2nnc(-c3cccnc3)n2CC)c1	1	6.0%	-6.2%	i	-0.7%	-3.0	4.8	9.9%	11.1%	10.6%
O=C(CCn1c(=S)oc2ccccc21)Nc1cccc(F)c1	1.1	-5.2%	-7.0%	i	-3.5%	-0.9	-7.7	2.6%	-11.4%	-10.5%
Cc1cc(Nc2nc3ccccc3nc2Cl)n(-c2ccccc2)n1	1	1.4%	7.7%	i	-6.0%	-5.5	-7.0	8.4%	2.4%	2.4%
CCN(CC)CCN(C)c1ccc(N2C(=O)C3CC=CCC3C2=O)cc1[N+](=O)[O-] (stereo not given)	1	13.5%	-6.2%	i	-7.4%	-5.0	4.1	30.0%	-4.5%	-8.9%
CCOC(=O)c1cc(-c2ccc(Cl)cc2)nc2onc(C)c12	1.1	-2.5%	0.5%	·	-3.0%	-5.7	-9.9	-10.0%	4.6%	11.5%
O=C(c1cccs1)N(Cc1cccc(Cl)c1)C1CCS(=O)(=O)C1 (stereo not given)	1.2	21.3%	-8.5%	i	-2.6%	-13.2	16.9	-3.5%	-4.4%	-4.1%
CCC1CCc2c(sc(NC(=O)C3CC=CCC3C(=O)O)c2C#N)C1 (stereo not given)	1.1	7.8%	4.3%	i	0.7%	4.5	-17.9	<1µM*	-3.2%	0.7%
COc1cc(OC)nc(NC(=O)COC(=O)C2CCCCC2)n1	1.1	-3.3%	1.7%	i	-8.7%	4.4	-0.8	6.9%	-0.6%	-6.1%
CC(C)n1c(=O)[nH]c2ccccc21	1.1	0.9%	-1.6%	i	-4.5%	-0.8	7.2	-13.4%	0.6%	-1.1%
Cc1nc(C(=O)NC(C)C)nn1-c1cc(Cl)cc(Cl)c1	1.1	10.3%	0.9%	i	-5.4%	-25.2	7.2	4.0%	-6.6%	-7.4%
O=C(Nc1ccccc1)C1CC(=O)N(C2CCCCC2)C1 (stereo not given)	1.1	-4.8%	-6.6%	i	-2.6%	10.7	-1.3	-0.3%	-6.7%	-9.8%
CC(=O)Oc1ccc(N2C(=O)C3C(C2=O)C2C=CC3C23CC3)cc1[N+](=O)[O-] (stereo not given)	1	2.6%	14.4%	i	-6.6%	5.7	-11.8	0.3%	-0.2%	-4.1%
CSc1nsc(SC)c1C(=O)OCC(F)(F)F	1.1	7.2%	-7.2%	i	-1.6%	1.9	5.6	9.4%	-5.9%	-5.0%
C#Cc1ccc([C@@H]2C=C(C(=O)N3CCN(Cc4ccc5c(c4)OCO5)CC3)O[C@H](OCCCCO)C2)cc1	1.1	4.6%	2.8%	·	-4.0%	5.5	3.2	-1.0%	0.1%	4.3%
Cc1nc2ccccc2nc(=O)c1NNc1ccc([N+](=O)[O-])cc1	0.9	1.8%	2.7%	i	-2.9%	6.7	3.1	2.5%	-21.5%	-12.8%
Cc1ccc(Nc2cc(=O)oc3ccccc23)c(C)c1	1.1	0.9%	3.8%	i	-1.7%	-21.8	-3.2	-4.5%	-6.8%	-1.8%
COc1ccc(S(=O)(=O)n2nc(-n3c(C)ccc3C)c3c(F)cccc32)cc1OC	·	-0.4%	-1.5%	i	·	·	·	-8.2%	·	·
O=C(c1ccccc1)N1CCOC12CCN(c1ncc(C(F)(F)F)cc1Cl)CC2	1.1	-0.9%	-2.9%	i	-2.4%	18.2	16.6	6.7%	2.1%	13.2%
O=C(O)c1ccc(NC(=S)NC(=O)c2ccc(-c3ccccc3)cc2)cc1	0.9	18.1%	-2.1%	i	-11.4%	-2.6	-39.4	11.8%	-10.0%	4.1%
COc1ccc(OC)c(S(=O)(=O)N2Cc3ccccc3CC2C(=O)O)c1 (stereo not given)	1.1	-0.3%	-2.0%	i	-6.1%	-8.4	-1.7	2.6%	13.4%	15.6%
CCN(Cc1ccccc1)C(=O)COC(=O)c1cc(Cl)nc(Cl)c1	1.1	0.1%	0.1%	i	-5.6%	11.1	-0.6	-4.3%	-4.0%	-4.1%
Nc1nc2nonc2nc1N1CCCCC1	1.1	8.0%	5.7%	i	-1.8%	3.2	7.2	-3.5%	2.3%	1.9%
CC(C)CC(=O)NC(NC(=O)CC(C)C)c1cccc([N+](=O)[O-])c1	1.1	9.4%	-7.5%	i	-5.9%	1.1	-8.7	-1.1%	22.7%	2.0%
O=C1c2ccccc2C(=O)N1CCC(=O)N1CCCc2ccccc21	1	8.4%	-3.1%	i	-5.0%	-9.0	-10.0	4.2%	0.4%	-0.3%
O=C(O)Cc1c[nH]c2cccc(O)c12	1.1	10.6%	-9.5%	i	-3.1%	-1.4	8.6	15.6%	51.5%*	16.4%
Cc1csc(NC(=O)c2cccc(Cn3nc(C)c(Br)c3C)c2)n1	1	7.2%	-0.8%	i	-9.2%	-0.9	0.3	10.3%	10.1%	10.7%
CCc1ccc(C(=O)NN(C(=O)c2ccc(CC)cc2)C(C)(C)C)cc1	1.2	1.5%	-3.7%	i	-2.3%	23.0	10.7	12.0%	14.2%	13.6%
Cc1ccc(NC(=O)c2sc(=S)n(-c3cc(C)ccc3F)c2N)cc1	1	1.1%	-4.1%	i	-4.0%	-6.0	-1.4	-9.3%	-10.5%	1.4%
Cc1cc(C)cc(OCC(=O)Nc2cccc(-c3nc4ncccc4o3)c2)c1	1.1	-0.3%	-4.9%	i	-0.1%	14.9	11.6	-5.2%	-1.6%	-1.0%

Three entries picked at random from those above:
SMILES	TNAP activators	P. falciparum M1AAP	LYP inhibition	Yfh1-off respiration	XIAP antagonists	WT yeast gro inh	WT yeast gro inh mutant strain	M17LAP inhibition	PMI inhibition	human PMI inhibition
O=C1c2ccccc2C(=O)N1CCC(=O)N1CCCc2ccccc21	1	8.4%	-3.1%	i	-5.0%	-9.0	-10.0	4.2%	0.4%	-0.3%
O=C(O)Cc1c[nH]c2cccc(O)c12	1.1	10.6%	-9.5%	i	-3.1%	-1.4	8.6	15.6%	51.5%*	16.4%
CCc1ccc(C(=O)NN(C(=O)c2ccc(CC)cc2)C(C)(C)C)cc1	1.2	1.5%	-3.7%	i	-2.3%	23.0	10.7	12.0%	14.2%	13.6%
